Screening results deposited in PubChem BioAssay by several laboratories.
Tat transport: E. coli Tat export inhibitors, primary screen, MC4100, TorA-mCherry reporter, fluorescence, single point. inhibition, % at 10 µM. actives 0.036% (n = 340,000). AID 488895, 2010;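 active = mean replicate inhibition at least 50% and at least half of replicates individually reaching 50%; inconclusive = only one of the two criteria met; inactive = neither criterion met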;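 note: exported cargo escapes ClpAP degradation while cytoplasmic cargo is degraded and loses fluorescence; 0% = median of neutral control wells and 100% = median of NaSCN control wells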
SR-BI DiI inh: inhibitors of SR-BI mediated HDL lipid uptake, primary screen, ldlA[mSR-BI] cells, fluorescence, single point; actives 0.96% (n = 320,000); inhibition, % at 12.5 µM; ldlA[mSR-BI] CHO cells, DiI-HDL uptake fluorescence, 3 h;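 active = mean replicate inhibition of at least 70% and a set share of replicates each scoring 70 or more; inconclusive = meets just one of the two criteria; inactive = fails both criteria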;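 note: 0% = median of neutral control wells and 100% = median of positive control wells; values of inactives mirror those of a sister screen read the other way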
Target sequence (Q61009 whole entry, looked up): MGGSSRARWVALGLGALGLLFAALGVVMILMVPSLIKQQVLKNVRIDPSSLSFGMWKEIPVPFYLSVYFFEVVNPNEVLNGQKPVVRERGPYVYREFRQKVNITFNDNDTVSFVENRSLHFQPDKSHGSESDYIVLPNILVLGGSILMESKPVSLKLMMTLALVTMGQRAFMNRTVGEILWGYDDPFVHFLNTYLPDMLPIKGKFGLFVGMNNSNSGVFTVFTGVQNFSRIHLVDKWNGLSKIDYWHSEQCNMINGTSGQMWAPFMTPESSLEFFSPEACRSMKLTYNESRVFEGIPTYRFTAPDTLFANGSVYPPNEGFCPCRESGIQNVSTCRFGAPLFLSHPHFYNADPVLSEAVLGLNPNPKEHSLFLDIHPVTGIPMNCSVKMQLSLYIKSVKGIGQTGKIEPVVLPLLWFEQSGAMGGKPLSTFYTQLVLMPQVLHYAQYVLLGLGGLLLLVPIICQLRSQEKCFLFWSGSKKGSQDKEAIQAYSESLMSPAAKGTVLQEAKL
phage Ecoli inh: growth loss of phage-infected E. coli, primary screen, RecBCD inhibitor project, absorbance, with phage, HTS; inhibition, % at 11.9 µM; actives 0.26% (n = 360,000); in the data active = inhibition above about 11%
SR-BI uptake up: activators of SR-BI mediated DiI-HDL uptake, primary screen, ldlA[mSR-BI] CHO cells, DiI fluorescence. 3 h; 100 = double the neutral-control signal. activation, % at 12.5 µM. actives 0.096% (n = 320,000);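 active = mean replicate activation of at least 60% and every replicate at or above 60%; inconclusive = mean or all-replicate condition met, but not both; inactive = mean below 60% and not all replicates reaching 60%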;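 note: 0% = median plate neutral-control signal and 100% = twice that signal; values of inactives mirror those of a sister screen read the other way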
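Material: SR-BI-overexpressing, LDLR-lacking CHO cells; schedule: compound exposure 3 h, 37 °C; reagent: DiI-labelled HDL at 10 µg/mL final; technique: bottom-read fluorescence, 550/595 nm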
E coli growth: E. coli V3065 growth inhibition, primary screen, counter-screen for AddAB inhibitor project, absorbance, OD600. 18 h. inhibition, % at 11.9 µM. actives 0.27% (n = 330,000). AID 449728, 2010;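 active = inhibition above the campaign's mean inhibition across all tested compounds plus 3 SD, cut at about 9.9% in these data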;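 note: uninfected addAB+ strain grown without phage in ampicillin broth; 0% = DMSO wells and 100% = ciprofloxacin 0.95 µg/ml wells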
AddAB inh: growth inhibition of E. coli expressing H. pylori AddAB, primary screen, AddAB inhibitor project, absorbance; AID 435030, 2010; actives 0.29% (n = 330,000); inhibition, % at 11.9 µM; in the data active = inhibition above about 12%;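 note: 0% = vehicle wells of infected cells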
Wnt bcat act: Wnt/beta-catenin pathway activators, primary screen, cell-based, plate reader, single point. Wnt/beta-catenin reporter cell assay, activator. activation, % at 9.35 µM. actives 1.2% (n = 300,000); in the data active = activation above about 30%, passing the limit was not always enough; inconclusive = no clear call, values can overlap the other calls;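 note: 0% = neutral control wells and 100% = positive control wells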
MITF TRPM1 HTS: activators of MITF-driven TRPM1 promoter reporter, primary screen, cell-based, SK-MEL-5, luciferase, single point. SK-MEL-5 TRPM1-promoter luciferase, 24 h; % of positive control, neutral wells = 0. activation, % at 12.5 µM. actives 0.75% (n = 300,000);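 active = mean activation of at least 80% with every replicate also reaching 80%; inconclusive = mean reaches 80% but some replicate falls short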;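 note: 0% = neutral control wells and 100% = parthenolide positive control wells; values of inactives mirror those of a sister screen read the other way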
CAL PDZ FP-1: untagged CAL PDZ binding inhibitors, primary screen, biochemical, fluorescence polarization, HTS; actives 0.92% (n = 300,000); AID 602252, 2012; purified CAL PDZ, TMR-peptide fluorescence polarization, 1 h; Golgi-associated PDZ and coiled-coil motif-containing protein (Homo sapiens), Q9HD26; inhibition, % at 24.9 µM;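 active = mean inhibition of at least 30% with at least half of replicates also reaching 30%; inconclusive = no clear call, values can overlap the other calls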;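 note: 0% = DMSO neutral control and 100% = excess unlabeled competitor peptide PRC23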
CAL PDZ FP-2: CAL PDZ peptide-binding inhibitors, primary screen, biochemical, fluorescence polarization, Cer-tagged CAL PDZ, HTS | actives 0.02% (n = 330,000) | inhibition, % at 20 µM | AID 504414, 2011 | purified CAL PDZ, TMR-peptide fluorescence polarization, 1 h | Golgi-associated PDZ and coiled-coil motif-containing protein (Homo sapiens), Q9HD26;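 active = highest replicate inhibition of at least 40%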;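 note: plate controls were DMSO neutral control wells for no effect and unlabeled competitor peptide control wells for full effect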
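material = purified tagged CAL PDZ domain construct (CerCALP) | compound dosing = 20 µM, one dose | times = 1 h at RT | measured by = fluorescence polarization from S- and P-plane intensities, G-factor corrected | read-out = inhibition from polarization loss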
The depositor's hits bear a star; ? = inconclusive; · = not tested or not shown.

The line under a structure holds: Tat transport | SR-BI DiI inh | phage Ecoli inh | SR-BI uptake up | E coli growth | AddAB inh | Wnt bcat act | MITF TRPM1 HTS | CAL PDZ FP-1 | CAL PDZ FP-2
> Cc1c(C(=O)Nc2ccccc2F)sc2ncn(CC(=O)N3CCCCC3)c(=O)c12
    -3 | -145 | -0.6 | ? | -2.8 | 1.0 | 1 | 0 | -3 | -1.1
> Cc1nc(C(=O)NCc2ccccc2)sc1C1(C)CC(c2ccccc2)=NO1 (centres undefined)
    4 | 30 | 2.5 | -30 | -4.4 | 4.5 | 2 | -8 | -1 | -1.1
> O=C(NCCOc1ccccc1F)c1cc(F)c(F)cc1Cl
    -6 | -4 | 2.8 | 4 | -0.9 | 1.2 | 22 | 32 | -6 | -0.2
> CCN1CCN(S(=O)(=O)c2ccc(Cl)c(C(=O)N(CCc3ccccc3)Cc3ccccc3)c2)CC1
    12 | 4 | 0.5 | -4 | · | · | -9 | -7 | · | -2.3
> C=CCn1c(NC)cc(=O)n(C)c1=O
    -8 | -14 | 1.2 | 14 | 0.5 | -0.8 | 3 | 12 | -5 | -0.4
> CCCCN(CC)CCNC(=O)c1cn(-c2ccc(Cl)cc2)c(=O)c2ccccc12
    -3 | 30 | 7.6 | -30 | -0.1 | 2.7 | 0 | 0 | 0 | -1.2
> CCC(Sc1nnnn1C)C(=O)Nc1ccc(C(C)=O)cc1 (centres undefined)
    6 | -17 | 1.7 | 17 | 0.0 | -4.5 | · | 19 | -3 | -1.1
> Cc1ccc2ccc(S(=O)(=O)n3nc(C)cc3C)cc2c1
    -8 | 9 | 1.7 | -9 | 1.8 | 4.6 | -1 | -2 | -5 | -1.5
> CCOc1ccccc1NC(=O)CCCNC(=O)c1ccc(Cl)cc1
    3 | 10 | 1.8 | -10 | 0.8 | -0.8 | -3 | -7 | -4 | -1.2
> NC(=O)CC(NC(=O)c1ccccc1)c1ccc(NCCN2CCCCC2)c([N+](=O)[O-])c1 (centres undefined)
    -19 | 1 | 2.1 | -1 | -1.7 | 3.1 | -3 | 2 | -1 | 0.9
> S=C(NCCc1ccccc1)N1CCn2cccc2C1c1cccnc1 (centres undefined)
    5 | -10 | 3.5 | 10 | 0.3 | 1.4 | 0 | 2 | -7 | ·
> CC(NC(=S)NCCCN1CCOCC1)C1CC2CCC1C2 (centres undefined)
    0 | -23 | 3.2 | 23 | · | · | -3 | 1 | · | -1.2
> Clc1cccc(CN2CCCCCC2)c1
    1 | · | 2.9 | · | -0.3 | 4.5 | 1 | -13 | · | 0.1
> Cc1c(C(=O)N2CCN(C)CC2)oc2c1C(=O)CC(C)(C)C2
    -6 | -23 | 1.3 | 23 | -0.2 | 1.5 | -1 | 2 | -1 | -1.6
> CSc1nc2c(c(=O)[nH]c(=O)n2C)n1Cc1ccc(Cl)cc1
    10 | -13 | 1.0 | 13 | -3.0 | 2.3 | -1 | 8 | · | -1.7
> CCOC(=O)CSc1nc2c(c(=O)[nH]c(=O)n2C)n1CCCc1ccccc1
    4 | 0 | 1.3 | 0 | -0.3 | -1.1 | · | 14 | -6 | -3.9
> CCOC(=O)CN(C(=O)CSc1nnc(CNc2ccc(F)cc2)n1CC)c1ccc(F)cc1
    0 | 22 | 1.8 | -22 | -0.2 | 1.1 | -7 | -8 | 0 | -3.1
> CCN(CC)S(=O)(=O)c1cccc(C(=O)N/N=C/c2ccc(OC)c(O)c2)c1
    -1 | -24 | 2.0 | 24 | 2.3 | 0.8 | 0 | -10 | 4 | -0.8
> Cc1ccc(N(CC(O)CN2CCOCC2)S(=O)(=O)c2ccc3ccccc3c2)cc1 (centres undefined)
    2 | · | 1.2 | · | 0.2 | 3.5 | -1 | 19 | 5 | -4.6
> Cc1cc(C)nc(SCc2ccccc2C#N)n1
    -2 | 23 | 3.1 | -23 | -0.1 | -1.9 | -1 | -7 | 1 | -0.4
> CCOc1ccc(-n2c(-c3ccccc3)nnc2-c2ccccc2)cc1
    1 | -17 | 1.6 | 17 | -2.3 | 1.4 | · | -6 | -4 | -1.5
> CC(C)c1[nH]nc2c1C(C1C=CCCC1)C(C#N)=C(N)O2 (centres undefined)
    15 | 24 | 2.3 | -24 | -1.6 | 0.6 | 46* | -10 | · | -0.5
> N/C(=N\c1nc2ccccc2o1)NC(=O)c1ccc(Cl)cc1
    2 | 27 | 2.3 | -27 | 0.8 | 3.2 | · | 1 | -3 | -1.5
> Cc1onc(-c2ccccc2Cl)c1C(=O)N1CCCCC1C (centres undefined)
    -5 | · | 0.3 | · | 0.8 | 3.4 | -2 | -7 | · | -1.2
> Cc1ccccc1NC(=O)CCN1CCN(CCO)CC1
    ? | -15 | 3.1 | 15 | -1.7 | 4.1 | 0 | -4 | 4 | -0.8
> S=C1NCCOCCNC(=S)NCCOCCOCCOCCN1
    4 | -13 | 1.3 | 13 | -0.3 | 2.9 | -2 | 5 | -2 | 1.4
> O=C(N/N=C/c1cccc(O)c1)c1ccc(NC(=O)c2cccc([N+](=O)[O-])c2)cc1
    4 | 56 | 6.2 | -56 | 3.1 | 1.7 | -1 | -5 | -4 | -5.4
> O=C(OCC(=O)c1cccs1)c1cccc(C(=O)OCC(=O)c2cccs2)n1
    5 | 3 | 1.4 | -3 | -2.9 | -0.4 | 2 | 4 | -1 | -1.8
> S=C(NCc1ccc(Cl)cc1)NC12CC3CC(CC(C3)C1)C2
    0 | 22 | 6.7 | -22 | 8.2 | 8.9 | · | 18 | · | -0.2
> CCOC(=O)C1CCN(C(=O)c2cc3cc4ccc(C)cc4nc3o2)CC1
    -6 | -21 | 1.0 | 21 | 1.3 | 2.2 | 26 | 15 | · | -0.7
> O=C(Nc1cccc(C(F)(F)F)c1)Nc1ccc(N2CCCC2)c(S(=O)(=O)Nc2ccccc2Cl)c1
    0 | 91* | 5.6 | -91 | -0.7 | 5.3 | · | -69 | -9 | -1.4
> COc1ccc(C(=O)NNC2CC(=O)N(Cc3ccccc3)C2=O)cc1OC (centres undefined)
    -6 | -2 | 0.7 | 2 | -1.2 | -0.4 | · | 2 | -1 | -1.8
> CCOc1ccc(-n2cc(C(=O)Nc3ccc(Cl)cn3)c3cc(OC)c(OC)cc3c2=O)cc1
    -5 | 12 | 1.0 | -12 | · | · | · | 1 | -3 | 0.0
> COc1cc(C(=O)NNc2nc3cc4c(cc3s2)OCO4)cc(OC)c1OC
    -2 | -8 | 3.5 | 8 | -0.8 | 2.2 | -3 | · | -2 | -1.7
> Oc1ccc(-c2cccc(-c3ccc(O)cc3)c2)cc1
    2 | 16 | 3.4 | -16 | 1.6 | 1.4 | 6 | 63 | -4 | -0.2
> Cc1cccc(OCc2n[nH]c(=S)o2)c1C
    -6 | -10 | 4.1 | 10 | -0.8 | -2.7 | · | -3 | 0 | -3.2
> CCOC(=O)c1cc(CC)sc1NC(=O)c1cc(OCC)c(OCC)c(OCC)c1
    3 | 58 | 2.1 | -58 | 0.1 | 2.5 | -7 | 13 | · | -2.7
> O=C(N/N=C/CCc1ccccc1)c1ccccc1
    9 | 1 | 1.1 | -1 | -0.6 | -0.6 | · | -4 | 0 | -1.7
> Cc1oc(-c2ccc3ccccc3c2)nc1CN(C)C(C)c1ccncn1 (centres undefined)
    -3 | 26 | -0.2 | -26 | -4.7 | 1.3 | -5 | 30 | -3 | -2.5
> Cc1ccc2c(NC(=O)C3CC3)cccc2n1
    5 | -2 | 4.7 | 2 | -0.7 | 4.1 | · | -4 | -4 | -1.7
> CCOC(=O)CC(=O)CSc1nc2ccc(OC)cc2cc1C
    -1 | 13 | 5.3 | -13 | 1.3 | 3.9 | 8 | 18 | -5 | -1.7
> COc1ccc(CN2CCNC(=O)C2CC(=O)NCCN2CCCCC2=O)c(F)c1 (centres undefined)
    -13 | 3 | 4.3 | -3 | 0.7 | 2.7 | 2 | -2 | 7 | -0.8
> COc1ccc(NC(=O)Nc2nnc(-c3ccccc3F)s2)cc1
    12 | 15 | 4.4 | -15 | 0.0 | 0.6 | -3 | 43 | · | -0.2
> CC(C)(CC(=O)c1ccccc1)CC(=O)c1ccccc1
    0 | 1 | 2.1 | -1 | · | · | -3 | 5 | -3 | 8.6
> COc1nc(-c2ccccc2)ccc1-c1noc(-c2ccco2)n1
    -3 | 28 | 0.5 | -28 | -1.9 | -0.1 | · | · | -2 | -0.1
> O=C(Cn1cnc2ccccc21)c1ccc(Cl)cc1
    14 | -22 | 8.0 | 22 | 3.2 | 1.8 | 5 | · | -4 | 1.4
> Cc1cc(C)cc(NC(=S)Nc2cccc3ccccc23)c1
    -8 | 39 | 0.9 | -39 | 4.1 | -0.7 | -15 | -19 | -2 | -3.0
> CC(NS(C)(=O)=O)C(c1cccs1)N1CCN(c2ccccc2F)CC1 (centres undefined)
    -1 | -10 | 1.4 | 10 | 1.2 | 1.8 | · | -1 | -6 | -0.4
> CC(C)(C)c1nnc2sc(SCC(O)=C(C#N)c3nc4ccccc4[nH]3)nn2c1=O
    -4 | 22 | 1.1 | -22 | · | · | 1 | 7 | 44* | -1.1
> COc1cc(-c2nc(S(=O)(=O)c3ccccc3)c(N3CCOCC3)o2)cc(OC)c1OC
    -5 | 2 | 2.0 | -2 | -0.3 | 1.2 | -1 | · | 0 | 0.3
> O=C(O)c1ccc(NS(=O)(=O)c2ccc3c(c2)C(=O)c2cc(S(=O)(=O)Nc4ccc(C(=O)O)cc4)ccc2-3)cc1
    -2 | -19 | 4.3 | 19 | -1.8 | 1.3 | 0 | 2 | 8 | -2.4
> O=C(c1ccc(N2CCCC2=O)cc1)N1CCN(c2ccccc2F)CC1
    -1 | -8 | 2.3 | 8 | 3.1 | 2.4 | 2 | -1 | 56* | -1.4
> Cc1cccc(NC(=O)c2ccc3c(c2)C(=O)N(Cc2cccnc2)C3=O)c1C
    -9 | -3 | 1.5 | · | -1.8 | 6.0 | 0 | -5 | 13 | -1.2
> CCOc1cc(OCC)c(C(C)=O)cc1OCC
    -6 | 29 | 1.4 | -29 | -0.9 | 0.7 | -1 | 0 | 0 | -1.4
